CD11b adhes enh: enhancers of CD11b/CD18 adhesion to fibrinogen, primary screen, K562 cells, luminescence; 93,000 compounds, 0.07% hits; AID 1499, 2009; activation, % at 10 µM; ATPlite luminescence; Integrin beta-2 (Homo sapiens) + Integrin alpha-M (Homo sapiens), P05107+P11215;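 active = 10 µM primary screen giving 50% or more activity, confirmed by 40% or more on retest at that dose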; note: strong numbers were not always called active
Fibroblast inh: antiproliferative effect on LL 47 fibroblasts – human, LL 47 cells, CellTiter-Glo luminescence, primary screen. LL 47 human lung fibroblast viability, ATP luminescence; stronger effect = lower value. 85,000 compounds, 1.1% hits. viability, % at 10 µM. AID 719, 2007;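 active = viability at or below 50% in the single dose screen; inactive = viability above 50%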;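 note: compound exposure lasted 72 h before the ATP readout; 100% = median luminescence of untreated cell-only wells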
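Benchmarks: Cell-only wells, no compound | Test system: LL 47 human lung fibroblasts, passage 12 or lower | Input: 1,150 cells/well | Measured by: CellTiter-Glo luminescence measuring cellular ATP | Medium: IMEM, 15% FBS supplement | Schedule: Overnight attachment after seeding, then 72 h compound exposure at 37 °C | Doses: Compound addition at 0.1% DMSO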
CD11b adhes inh: inhibitors of CD11b/CD18 adhesion to fibrinogen, primary screen, K562 cells, luminescence; ATPlite luminescence; Mn2+ added to activate the integrin; inhibition, % at 10 µM; 93,000 compounds, 0.54% hits;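 active = primary inhibition of 50% or more at 10 µM, then 40% or more on retest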; note: some results filed as inactive read as strong as hits
HUVEC inhibit: inhibitors of HUVEC proliferation, primary screen, cell-based, 384-well. AID 648, 2007. 86,000 compounds, 1.1% hits. CellTiter-Glo luminescence, 72 h; stronger effect = lower value. viability, % at 10 µM (by protocol);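 active = viability at or below 30%; inactive = viability above 30%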;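 note: 100% = median luminescence of DMSO-only cell control wells on each plate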
H69AR growth 86K: proliferation blockers of H69AR lung cancer cells, primary screen, cell-based, human, 86K library; H69AR lung tumor viability, ATP luminescence, 72 h; stronger effect = lower value; viability, % at 10 µM; 85,000 compounds, 6% hits;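 active = viability at or below 40%; inactive = viability above 40%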;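 note: multidrug resistant small cell line overexpressing MRP-1 efflux transporter; 100% = mean luminescence of untreated control wells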
CYP2C19 act: human CYP2C19 activators, primary screen, biochemical, luminescence. Cytochrome P450 2C19 (Homo sapiens), P33261. recombinant CYP2C19, luciferin-H EGE luminescence; stronger effect = higher value; 0 = fully inhibited enzyme, 1 = untreated enzyme. 96,000 tested, under 10 active. activation factor at 5 µM. AID 1025, 2008;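 active = activation factor of at least 2 at 5 µM in the primary screen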;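 note: 0 = wells with 2.5 mM tranylcypromine and 1 = vehicle-only wells; values of inactives mirror those of a sister screen read the other way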
Target sequence (P33261 whole entry, looked up): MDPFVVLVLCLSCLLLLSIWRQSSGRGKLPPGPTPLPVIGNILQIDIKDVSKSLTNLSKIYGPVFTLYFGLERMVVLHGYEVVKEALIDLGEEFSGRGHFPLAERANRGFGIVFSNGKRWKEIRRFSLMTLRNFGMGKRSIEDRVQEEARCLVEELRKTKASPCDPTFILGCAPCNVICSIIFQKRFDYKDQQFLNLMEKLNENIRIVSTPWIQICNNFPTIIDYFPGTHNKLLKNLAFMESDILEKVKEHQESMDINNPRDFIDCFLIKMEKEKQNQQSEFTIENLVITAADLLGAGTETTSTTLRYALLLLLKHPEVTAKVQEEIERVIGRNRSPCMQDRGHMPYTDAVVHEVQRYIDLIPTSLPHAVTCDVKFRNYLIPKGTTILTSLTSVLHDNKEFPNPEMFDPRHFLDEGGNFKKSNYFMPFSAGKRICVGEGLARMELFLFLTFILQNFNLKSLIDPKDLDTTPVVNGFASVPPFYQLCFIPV
ERa SRC1 pot: enhancers of ERα–SRC-1 coactivator binding, primary screen, biochemical, TR-FRET, ERα LBD, low estradiol; Estrogen receptor (Homo sapiens), P03372; TR-FRET ERalpha-LBD/SRC-Cy5 coactivator binding, 2 h; 100 = basal binding, no effect; 86,000 compounds, 1.3% hits; coactivator binding (% of control), % at 25.6 µM; AID 639, 2007; in the data active = activity above about 200%;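 note: binding measured in presence of low estradiol as agonist stimulus; 0% = peptide alone without receptor and 100% = receptor with peptide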
Target sequence (P03372 whole entry, looked up, the tested form may be a part): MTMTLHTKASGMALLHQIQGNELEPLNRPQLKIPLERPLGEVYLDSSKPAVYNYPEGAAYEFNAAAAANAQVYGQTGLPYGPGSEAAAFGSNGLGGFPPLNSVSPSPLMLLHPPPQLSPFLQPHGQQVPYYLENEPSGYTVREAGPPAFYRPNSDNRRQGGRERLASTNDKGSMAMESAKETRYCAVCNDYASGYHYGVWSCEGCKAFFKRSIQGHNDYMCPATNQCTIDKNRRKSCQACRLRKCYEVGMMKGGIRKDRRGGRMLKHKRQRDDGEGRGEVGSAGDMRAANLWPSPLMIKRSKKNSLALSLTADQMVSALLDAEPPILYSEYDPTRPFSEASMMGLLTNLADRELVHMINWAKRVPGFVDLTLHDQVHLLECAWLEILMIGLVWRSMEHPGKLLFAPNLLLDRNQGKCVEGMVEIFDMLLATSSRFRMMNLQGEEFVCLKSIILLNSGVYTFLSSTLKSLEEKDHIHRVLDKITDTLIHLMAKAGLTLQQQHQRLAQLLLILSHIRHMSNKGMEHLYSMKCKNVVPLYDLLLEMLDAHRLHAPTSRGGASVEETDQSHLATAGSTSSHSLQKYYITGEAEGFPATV
CYP2C19 inh: blockers of cytochrome P450 2C19 activity – biochemical, luminescence, ADME assay, primary screen. 96,000 compounds, 21% hits. CYP2C19 Supersomes, luciferin-H EGE luminescence, 30 min. inhibition, % at 5 µM. P33261;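 active = CYP2C19 inhibition above a set limit at 5 µM in the primary screen, cut at about 50% in these data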;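 note: plate controls were negative control wells for no effect and 2.5 mM tranylcypromine positive control for full effect; values of inactives mirror those of a sister screen read the other way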
ERa coact inh: ERα–SRC-1 coactivator interaction inhibitors, primary screen, biochemical, TR-FRET, ERα LBD, estradiol-bound | Estrogen receptor (Homo sapiens), P03372 | TR-FRET ER-alpha LBD / SRC-1 peptide | inhibition, % at 25.6 µM | 86,000 compounds, 1.7% hits; in the data active = inhibition above about 50%;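 note: 0% = receptor plus peptide control and 100% = peptide only without receptor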
* hit, by the source's call; . = no result given; [ ] = another dose, or the depositor's remark.

#	SMILES	HUVEC inhibit	CD11b adhes enh	H69AR growth 86K	CYP2C19 act	ERa SRC1 pot	Fibroblast inh	ERa coact inh	CYP2C19 inh	CD11b adhes inh
1	O=C(Nc1ccc(Cl)cc1)c1ccsn1	94	-1	101	0.7	100[fluorescence artefact?]	111	15	25	-4
2	Cn1c(=O)n(Cc2ccccc2)c(=O)c2c1nc1n2CCCN1Cc1ccccc1	92	-2	32*	0.8	108[fluorescence artefact?]	91	-4	17	4
3	Cc1ccccc1OCCCN1C(=O)C(=O)c2cccc(C)c21	74	-5	17*	0.8	94	81	14	21	6
4	CCOC(=O)N1CCN(c2cc(NCCC(=O)O)c3c4c(onc24)-c2ccccc2C3=O)CC1	90	-5	48	0.7	51[fluorescence artefact?]	111	10[fluorescence artefact?]	31	8
5	CCOC(=O)c1c(NC(=O)c2cccs2)sc2c1CCC2	108	-2	68	0.8	263*[fluorescence artefact?]	118	16[fluorescence artefact?]	20	21
6	CC(C)c1nnc(NC(=O)c2c(O)c3cccc4c3n(c2=O)CC4)s1	86	.	28*	.	111[fluorescence artefact?]	96	3[fluorescence artefact?]	.	.
7	CCOC(=O)C1CCN(C(=O)Nc2ccc3snnc3c2)CC1	.	-4	.	0.5	.	.	.	51*	-8
8	Fc1cccc(CO/N=C/c2c(-c3ccccc3)nc3ccc(Cl)cn23)c1	.	24	.	1.1	.	.	.	-12	-14
9	COc1cc(=O)[nH]c(SCc2c(F)c(F)c(F)c(F)c2F)n1	79	5	98	0.7	121	91	6	27	-5
10	COc1cccc(Nc2nc(-c3sc(NC(=O)c4ccccc4)nc3C)cs2)c1	.	-2	.	0.8	.	.	.	23	-1
11	COc1ccc(C(=O)NC(=S)Nc2ccc3c(c2)Cc2ccccc2-3)cc1	77	-2	59	1.2	130	85	1	-22	28
12	COc1ccccc1CNC(=O)c1ccccc1NS(C)(=O)=O	105	7	96	0.7	102	99	-12	33	-1
13	Cc1nc2cc(NCc3nc4ccccc4n3Cc3ccccc3)ccc2n1C	58	-2	62	0.5	83[fluorescence artefact?]	87	10	49	38
14	O=C(Nc1ccc(Cl)c(Cl)c1)N1CCSC1c1ccco1 (stereo not drawn)	114	2	63	0.6	100	98	2	43	12
15	O=C(NCc1ccc(F)cc1)C1CCCN1C(=O)NCc1ccccc1 (stereo not drawn)	88	-6	86	1.2	121	92	-6	-16	-3
16	CCOc1ccccc1C1N(c2ccc(OC)cc2)C(=O)C2CCCN21 (stereo not drawn)	94	4	98	0.9	101	97	-1	8	-7
17	CC(C(=O)Nc1ccc(S(=O)(=O)N2CCCC2)cc1)N1CCN(C(=O)c2ccco2)CC1 (stereo not drawn)	.	1	.	0.9	.	.	.	13	-37
18	COc1cc(-c2nnc(SCc3cc(=O)oc4cc(C)ccc34)o2)cc(OC)c1OC	85	0	79	0.3	143	91	-3	66*	3
19	COc1ccc(-c2nc(N3CCOCC3)nc3n[nH]c(N)c23)cc1	77	0	64	0.9	96	91	-15	6	-6
20	Cn1c(SCc2nnc(-c3ccc(F)cc3)o2)nnc1C1COc2ccccc2O1 (stereo not drawn)	95	6	82	0.8	119	94	3	21	12
21	CN1C2=NCCN2C(=O)c2ccccc21	102	-4	94	0.9	105	95	-2	6	-8
22	Cc1ccc2cc3cc(C(=O)NCCC(C)C)oc3nc2c1	84	-3	79	0.7	120	108	26	29	-8
23	CCCCc1c(O)nc(SCC(=O)NCCc2ccc(OC)c(OC)c2)[nH]c1=O	101	3	90	0.9	81	113	9	10	-13
24	COc1ccc(-n2nc(C(=O)Nc3ccc(OC)c(OC)c3)c3c4ccccc4n(C)c3c2=O)cc1	30	40	9.2*	0.9	183	77	57*	9	1
25	Cc1cccc(-c2nsc(SCC(=O)Nc3cc(C)on3)n2)c1	85	-3	78	0.9	160[fluorescence artefact?]	107	25	8	6
26	CCOC(=O)C1C(=O)NC(SCC(=O)Nc2nccs2)=C(C#N)C1c1ccccc1OCC (stereo not drawn)	86	.	72	.	105	97	-13	.	.
27	CCOc1ccc(C)cc1S(=O)(=O)N1CCCCC1	97	0	100	0.3	92	99	-29	66*	-12
28	NS(=O)(=O)c1ccc(Nc2nc(-c3ccc(O)cc3)cs2)cc1	91	-4	85	0.6	87[fluorescence artefact?]	105	-1[fluorescence artefact?]	36	6
29	CCOc1ccccc1NC(=O)C1CCCN(S(=O)(=O)c2ccc(OC)c(C)c2)C1 (stereo not drawn)	80	-4	66	0.1	138	110	-8	93*	-2
30	CCCCCn1c(Br)nc2c1c(=O)n(CC(N)=O)c(=O)n2C	90	-1	83	1	104	103	-47	2	8

(listing goes on)
#	SMILES	HUVEC inhibit	CD11b adhes enh	H69AR growth 86K	CYP2C19 act	ERa SRC1 pot	Fibroblast inh	ERa coact inh	CYP2C19 inh	CD11b adhes inh
31	C/C(=N/NC(=O)CNc1ccc(C)cc1)c1ccc(Cl)cc1	.	-1	.	0.5	.	.	.	45	-24
32	Cc1ccc(N=C2N=C(N)c3ccccc32)c(C)c1	.	-1	.	1	.	.	.	5	-14
33	COc1ccc(OC)c(CCNC(=O)CS(=O)(=O)Cc2nc(-c3ccc(C)cc3)oc2C)c1	94	.	73	0.5	129[fluorescence artefact?]	.	6	54*	.
34	COc1nc(NS(=O)(=O)c2ccc(C)cc2)nc(C)c1Cl	82	-7	97	0.3	109[fluorescence artefact?]	105	11	68*	6
35	COC(=O)c1cc(Br)c(=O)n(Cc2ccc3c(c2)OCO3)c1	103	-5	96	0.1	102	94	-45[fluorescence artefact?]	87*	0
36	CCNC(=O)CC(=O)Nc1ccccc1C(=O)O	101	.	97	1	93	103	8	-5	.
37	COC(=O)c1ccc(N2CCN(S(=O)(=O)c3ccc(Br)cc3)CC2)c([N+](=O)[O-])c1	.	-4	.	0.7	.	.	.	30	10
38	O=C(CN(C(=O)CCNC(=O)c1ccco1)c1ccccc1)NC1CCCC1	106	6	89	0.7	108[fluorescence artefact?]	106	-7	25	-4
39	COc1ccc(Cl)cc1NC(=O)CSc1nnc(Cn2c(=O)sc3ccccc32)n1C	90	.	62	.	102	89	7	.	.
40	C(=C\c1ccccc1)/C=N/n1cnnc1	95	3	99	0.2	130[fluorescence artefact?]	98	1	84*	1
41	O=C(CSc1ncn(-c2ccccc2)n1)Nc1nccs1	96	1	99	0.4	109	99	-7	56*	-3
42	CC(C)C(=O)Nc1nc2cc3c(cc2s1)OCO3	79	-1	80	0.7	90[fluorescence artefact?]	105	4	28	28
43	CC(C)(C)NC(=O)CSC(=Nc1ccccc1F)NC#N	100	.	93	.	107[fluorescence artefact?]	103	0	.	.
44	O=C(C1CCCN(S(=O)(=O)c2ccc(Cl)cc2)C1)N(Cc1cccs1)C1CC1 (stereo not drawn)	.	3	.	0.3	.	.	.	69*	22
45	O=C(NCc1cccnc1)c1ccccn1	90	5	100	0.8	115	99	4	17	-13
46	Cn1c(-c2ccc(N)cc2)nc2ccccc21	87	0	83	0.9	650*[fluorescence artefact?]	100	3[fluorescence artefact?]	11	3
47	CC(C)NC(=O)NC(=O)CSc1nnc(COc2ccccc2Cl)o1	.	0	.	0.9	.	.	.	14	0
48	N#CCSc1nnc(COc2cccc3ccccc23)n1-c1ccccc1	86	-6	51	0.1	91	88	5	91*	26
49	CCC(C)(C)NC(=O)CN(C(=O)c1snc(C(N)=O)c1N)c1ccc2c(c1)OCCO2	93	-2	101	0.6	100	97	-9	38	3
50	CCOC(=O)Cc1c(C)c2c(C)[nH]nc2oc1=O	88	5	97	0.6	101	98	1	41	11
51	CC1(C)Cc2c(C#N)c(N)n(-c3ccccc3)c(=O)c2CO1	98	2	95	1	100	98	1	-2	-3
52	CCCN(CCC)C(=O)CC(c1ccccc1)c1cc(Br)ccc1O (stereo not drawn)	66	0	3.5*	0.6	78	80	17	43	-3
53	COCCCNC(=O)C1CCC(=O)N1Cc1ccccc1Cl (stereo not drawn)	106	0	68	0.9	98	102	1	6	-8
54	CN(C(=O)c1ccc(Cl)cc1)C1=CCCCC1CCC#N (stereo not drawn)	99	5	90	0.4	105	99	-3	64*	7
55	Cc1nn(C(C)c2nc(-c3ccccc3)no2)c(C)c1[N+](=O)[O-] (stereo not drawn)	.	-1	.	0.6	.	.	.	37	18
56	O=C(CCNS(=O)(=O)c1cccc2nonc12)NCCc1ccc(Cl)cc1	96	0	94	0.3	141[fluorescence artefact?]	96	-12	74*	0
57	Cc1nc(Nc2ccc(S(N)(=O)=O)cc2)oc1C	98	0	83	1.1	96	100	-2	-11	-12
58	CN(C)S(=O)(=O)c1ccc(C(=O)Nc2ccccc2C(=O)O)cc1	95	.	64	.	107	100	-29	.	.
59	COC(=O)c1ccccc1NC(=O)c1noc2c1CCC2	87	5	85	1	21[fluorescence artefact?]	92	89*[fluorescence artefact?]	2	-14
60	c1ccc(-c2nnc(N3CCN(c4ccccn4)CC3)c3ccccc23)cc1	72	0	44	0.3	113	84	-3	68*	4

Complete entries as entered above. Order of screens: HUVEC inhibit	CD11b adhes enh	H69AR growth 86K	CYP2C19 act	ERa SRC1 pot	Fibroblast inh	ERa coact inh	CYP2C19 inh	CD11b adhes inh
Shown for O=C(CCNS(=O)(=O)c1cccc2nonc12)NCCc1ccc(Cl)cc1 = 96	0	94	0.3	141[fluorescence artefact?]	96	-12	74*	0
Shown for C(=C\c1ccccc1)/C=N/n1cnnc1 = 95	3	99	0.2	130[fluorescence artefact?]	98	1	84*	1
Shown for O=C(CSc1ncn(-c2ccccc2)n1)Nc1nccs1 = 96	1	99	0.4	109	99	-7	56*	-3

(listing goes on)
#	SMILES	HUVEC inhibit	CD11b adhes enh	H69AR growth 86K	CYP2C19 act	ERa SRC1 pot	Fibroblast inh	ERa coact inh	CYP2C19 inh	CD11b adhes inh
61	COCc1nc2sc(C)c(C)c2c(=O)[nH]1	91	.	97	.	105	109	-9	.	.
62	O=C(Cc1ccc(Cl)cc1)NCCCn1ccnc1	.	1	.	0	.	.	.	98*	0
63	Cc1ccc2nc3c(cc(C#N)c(=N)n3CCCN3CCOCC3)c(=O)n2c1	91	.	88	.	93	92	-11	.	.
64	O=C1c2ccccc2-c2c1cccc2C(=O)N1CCOCC1	96	.	99	.	110	99	-3	.	.
65	Cc1cccc(NC(=O)c2cccc(NS(=O)(=O)c3ccc(Cl)cc3)c2)c1	.	-3	.	0	.	.	.	99*	50
66	NC(=O)Nc1ccc2c(c1)OCCO2	.	-1	.	1.1	.	.	.	-14	-38
67	COC(=O)c1ccccc1NC(=O)CN(CCc1ccccc1)S(C)(=O)=O	98	-2	89	0.5	98	106	-3	52*	-13
68	CCn1c(CSc2nnc(-c3ccc4c(c3)OCO4)o2)nc2cc(S(=O)(=O)N(C)C)ccc21	.	-2	.	0.2	.	.	.	83*	8
69	CCCNc1nc2c(c(=O)[nH]c(=O)n2C)n1Cc1cccc(Br)c1	79	1	85	1	101	84	-1	3	-11
70	COc1ccccc1N1CCN(C(=O)Nc2cccc(Cl)c2)CC1	96	-1	94	0.7	118	104	-2	33	-20

Source: PubChem
